# Source: PubChem
# Pin1 inh – human Pin1 inhibition; Q13526; Pin1 FP peptide displacement, HiFluor488, 10 min; Potency, µM (series often up to 115 µM), for inactives: at the highest dose activity, negative = inhibition, usual class: inhibitors; 390,000 tested, 0.009% active; AID 504891; active = well fitted inhibition curve with a large enough effect in the polarisation, with a control signal flat, not every such curve was filed as active; inconclusive = small, poorly fitted or top-dose-only effect, or effect the other way, or a change in a side signal; inactive = no such curve, though single readings can be large or run the other way; the % refers to the polarisation; also: potency is read from the fitted curve at half-maximal effect; % is scaled to controls: 0 for no effect and ±100 for the full control effect
# PI4K2A inh – blocks human PI4K2A kinase activity. purified PI4K2A, ADP-Glo luminescence, 1 h; active compounds read low. 420,000 tested, 0.13% active. activity change, negative = inhibition, % at 76.9 µM. Q9BTU6; in the data active = activity change below about -50%; inconclusive = mostly about -30% to -49%;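 also: -100% = wells without enzyme as full effect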
#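 ADP-Glo luminescence measured ADP generated by PI4K2A enzyme (4 ug/mL before mixing) with 1.2 mM PI substrate (pre-mix) and 300 microM ATP (pre-mix). Tris pH7.5 buffer with MgCl2, Triton X-100; 1 h reaction at ambient temperature.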
# ERG-DNA inh – ERG Ets/DNA interaction inhibition; Potency, µM (highest dose often 76.9 µM), without a hit: at the highest dose FP activity, negative = inhibition, hits mostly inhibitors; 370,000 tested, 0.028% active; fluorescence polarization, His-ERG Ets domain / labelled DNA; active = well fitted inhibition curve with a large enough effect in the polarisation, with a control signal flat; inconclusive = small, poorly fitted or top-dose-only effect, or effect the other way, or a change in a side signal; inactive = no such curve, though single readings can be large or run the other way; the % refers to the polarisation;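 also: polarization taken with two DNA probes labelled with fluorescein and Texas red; potency is read from the fitted curve at half-maximal effect; % of control where 0% means no effect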
# Target sequence (P11308 whole entry, looked up, the tested form may be a part): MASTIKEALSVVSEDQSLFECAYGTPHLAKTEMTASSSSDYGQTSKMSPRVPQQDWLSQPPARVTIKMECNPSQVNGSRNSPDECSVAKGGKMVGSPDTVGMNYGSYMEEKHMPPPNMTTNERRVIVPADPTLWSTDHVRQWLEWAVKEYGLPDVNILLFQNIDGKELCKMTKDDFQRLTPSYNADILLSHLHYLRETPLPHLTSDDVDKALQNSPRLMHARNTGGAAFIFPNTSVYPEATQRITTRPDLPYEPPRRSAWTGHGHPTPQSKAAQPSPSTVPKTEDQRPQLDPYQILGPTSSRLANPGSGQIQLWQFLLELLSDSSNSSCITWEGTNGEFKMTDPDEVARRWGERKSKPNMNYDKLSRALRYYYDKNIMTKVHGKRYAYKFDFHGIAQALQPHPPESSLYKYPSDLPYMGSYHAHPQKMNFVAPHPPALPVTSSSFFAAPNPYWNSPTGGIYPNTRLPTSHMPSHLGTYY
#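 His-tagged ERG Ets domain (1 uM in the protein solution; 300mM KCl, 50mM Tris-HCl, 1mM EDTA, 1mM DTT, pH 7.5) received compound, then a probe mix of 5 nM fluorescein-DNA and 100nM Texas-615-DNA. Fluorescence polarization was read for both dyes.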
# GLS inh – glutaminase GLS (human) inhibition. GLS enzymatic activity, qHTS titration. Potency, µM (doses to about 45.5 µM), for inactives: top-dose activity change, negative = inhibition, actives largely listed as inhibitors. 410,000 tested, 0.21% active. AID 624170; also: potency is read from the fitted curve at half-maximal effect; % is scaled to controls: 0 for no effect and ±100 for the full control effect
#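 Read-out is an Amplex red fluorescence increase coupled through glutamate oxidase and HRP, measured before and after 30 min room-temperature incubation. hKGA is in 45 mM KH2PO4 (pH 8.2) with 0.02% Tween-20; glutamine added as 1mM solution.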
# HP1b binding inh – blocks HP1-beta chromodomain binding to methylated histone tails. AlphaScreen HP1-beta / biotin-H3K9me3 peptide binding. Potency, µM (doses to about 114 µM), for inactives: at the highest dose activity change, negative = inhibition, most hits filed as inhibitors. P83916. 390,000 tested, 0.56% active. AID 540317; also: potency is read from the fitted curve at half-maximal effect; nearly all actives have a fitted effect of over 70% in size; inactives centre near 23
# Target sequence (P83916 whole entry, looked up): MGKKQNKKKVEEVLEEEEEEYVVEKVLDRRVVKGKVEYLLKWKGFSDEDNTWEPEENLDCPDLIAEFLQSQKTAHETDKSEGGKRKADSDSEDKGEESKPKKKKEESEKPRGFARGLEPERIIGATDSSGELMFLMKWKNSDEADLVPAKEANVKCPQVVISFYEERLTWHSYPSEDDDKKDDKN
#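 HP1-beta protein (50 nM final) preincubated 30 min at room temperature with biotinylated H3(1-18)K9me3 peptide (50 nM) in PBS pH 7.4, 0.01% Tween-20, then compound added for 30 min. AlphaScreen streptavidin donor/nickel chelate acceptor beads (10 ug/mL final), 30 min dark, luminescence read.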
# G9a block – blocks human histone lysine methyltransferase G9a; 350,000 tested, 8.8% active; Potency, µM (highest dose often 102 µM), for the others: top-dose activity, negative = inhibition, actives largely listed as inhibitors; Q96KQ7; AID 504332; G9a H3K9 monomethylation, AlphaScreen, 2 h; also: potency is read from the fitted curve at half-maximal effect; % is scaled to controls: 0 for no effect and ±100 for the full control effect; nearly all actives have a fitted effect of over 75% in size
# Target sequence (Q96KQ7 913-1193 limits assumed): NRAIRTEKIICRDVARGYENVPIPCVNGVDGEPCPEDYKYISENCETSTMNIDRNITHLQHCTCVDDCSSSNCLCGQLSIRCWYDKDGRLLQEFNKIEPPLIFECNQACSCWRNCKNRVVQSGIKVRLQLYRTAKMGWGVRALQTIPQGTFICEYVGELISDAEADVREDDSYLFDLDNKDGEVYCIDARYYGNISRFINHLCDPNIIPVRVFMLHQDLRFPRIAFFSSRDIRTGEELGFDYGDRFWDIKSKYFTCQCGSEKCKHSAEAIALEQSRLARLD
#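 AlphaScreen read-out: biotin-H3K9 peptide (500 nM) methylation by 20 nM enzyme with 20 uM SAM, 2 h at room temperature after 15 min compound preincubation; anti-monomethyl H3K9 antibody plus donor/acceptor beads, 10 min dark.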
# BAZ2B block – BAZ2B (human) inhibition. Q9UIF8. AlphaScreen BAZ2B-H3K14Ac peptide displacement. Potency, µM (top dose mostly 114 µM), for inactives: at the highest dose activity change, negative = inhibition, hits mostly inhibitors. 360,000 tested, 4.4% active. AID 504333; also: potency is read from the fitted curve at half-maximal effect; % is scaled to controls: 0 for no effect and ±100 for the full control effect; nearly all actives have a fitted effect of over 60% in size
#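 Inhibition is scored as reduced AlphaScreen emission. The BAZ2B/b-H3(5-23)K14Ac complex (50 nM each) in PBS pH 7.4, 0.01% Tween-20 meets compound (up to 110 uM) for 30 min at RT before bead addition.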
# JMJD2A Tudor inh – inhibitors of human JMJD2A Tudor domain. O75164. AlphaScreen JMJD2A-Tudor / H3K4me3 peptide binding. Potency, µM (titrated, usually from 114 µM), for inactives: top-dose activity change, negative = inhibition, usual class: inhibitors. 390,000 tested, 4.4% active; also: potency is read from the fitted curve at half-maximal effect; % is scaled to controls: 0 for no effect and ±100 for the full control effect; nearly all actives have a fitted effect of over 50% in size
# PGK inhibitor – T. brucei PGK inhibition; PGK/GAPDH coupled, Kinase-Glo luminescence, 60 min; Potency, µM (top dose mostly 57.5 µM), inactives show top-dose activity change, negative = inhibition, actives largely listed as inhibitors; 380,000 tested, 0.043% active; also: potency is read from the fitted curve at half-maximal effect; % is scaled to controls: 0 for no effect and ±100 for the full control effect; nearly all actives have a fitted effect of over 60% in size
#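 Luminescent ATP detection (Kinase-Glo Plus) follows a 60-minute room-temperature incubation, with wells lacking PGK as controls. Buffer: 100 mM TEA (pH 7.6), 5 mM MgCl2, 0.01% Tween-20. Coupling enzyme GAPDH (100 nM final) supplies unstable 1,3-BPG in-well.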
# * = called active by the depositor; i = inactive; ? = inconclusive; nt = not tested or not shown; [ ] = another dose, or the depositor's remark. Unless noted, calls follow the shape of the dose curve; as a rule, active = well fitted curve in the direction sought with a large enough effect; inconclusive = small, poorly fitted or top-dose-only effect, or another doubt; inactive = no such curve, though single readings can be large; an effect the other way counts as inactive or inconclusive. This is a random part of the collection; overall some 11% were active at least once.
SMILES,Pin1 inh,PI4K2A inh,ERG-DNA inh,GLS inh,HP1b binding inh,G9a block,BAZ2B block,JMJD2A Tudor inh,PGK inhibitor
CN(Cc1ccccc1)C(=O)COC(=O)CNS(=O)(=O)c1ccc2ccccc2c1,-10.2%,2.7,-4.4%,15.5%,6.2%,-28.9%[59 µM],7.7%,-16.4%,6.3%
CC(NC(=O)c1ccccc1NC(=O)c1ccco1)C(=O)O (centres undefined),-7.5%,0.3,-15.5%,6.2%,19.0%,?,9.3%,-25.2%,-13.9%
O=C(Nc1ccccc1N1CCCCC1)c1ccc(-c2ccc(Cl)cc2)o1,26.8%,3.8,2.9%,-7.5%,5.5%,-8.2%[59 µM],-24.2%,?,-1.1%
CCOC(=O)c1c(C)n(-c2ccc(F)cc2)c2ccc(O)cc12,-0.6%,-4.8,2.1%,1.9%,20.7%,-10.9%[2.33 µM],0.7%,-21.7%,-8.9%
Cc1cc(C)cc(-n2c(SCC(N)=O)nc3c(oc4ccccc43)c2=O)c1,1.6%,-7.6,-4.2%,-4.3%,33.7%,-0.9%[59 µM],-13.7%,-4.4%,-5.5%
CCN1C(=O)/C(=C/N2CC(C)CC(C)C2)SC1=S (centres undefined),-2.0%,-2.8,8.2%,-7.1%,25.4%,-8.8%[59 µM],-25.9%,-7.2%,-2.6%
O=C(CNCc1ccc(Cl)cc1)NCc1ccco1,-3.7%,-2.0,2.0%,2.8%,?,5.62µM*,50.1µM*,79.4µM*,-9.8%
CCOC(=S)SCC(=O)Nc1nc(C)c(C)s1,-7.0%,20.1,4.7%,4.3%,-5.7%,-1.0%[12.7 µM],-12.9%,-19.7%,4.1%
C=CCNc1nnc(SCC(=O)Nc2ccccc2OC)c2ccccc12,-5.4%,1.9,21.7%,6.0%,20.8%,11.1%,3.2%,-19.6%,-6.3%
Cc1ccc(S(=O)(=O)N2CCC(C(=O)NCc3cccnc3)CC2)cc1,7.3%,-3.6,7.7%,-1.2%,32.3%,nt,2.4%,-8.8%,-4.9%
Cc1cccc(CCN=C(N)NS(=O)(=O)c2ccccc2)c1,-5.9%,-11.7,9.3%,4.1%,18.3%[57 µM],10.9%[0.0925 µM],-13.2%,-5.6%,-8.4%
Cc1cc(OCCCCOc2ccc(C#N)cc2)ccc1[N+](=O)[O-],-13.0%,-3.0,5.4%,-0.8%,46.6%[activator],30.7%[12.7 µM],0.4%,2.1%,0.8%
CN1CCN(C(=O)c2ccc(-n3cccc3)cc2)CC1,-6.7%,-5.7,16.3%,19.2%,13.8%,44.1%[59 µM],-34.7%,-23.9%,-1.4%
CC(=N)C1=C(O)CC(c2ccccc2)CC1=O (centres undefined),-11.7%,3.3,2.4%,-16.8%,28.1%,18.5%,-1.4%,-6.2%,i
CC(C)n1cc(NC(=O)c2cc(-c3ccccc3)on2)cn1,5.3%,2.3,3.8%,-0.9%,6.2%,3.2%,3.2%,3.8%[11.4 µM],2.2%
Cc1nc(Nc2ccccc2Cl)sc1C(=O)Nc1ccccc1,-3.5%,-2.5,7.5%,-8.7%,22.4%,28.2µM*,?,-19.9%,-1.3%
COc1ccc(-c2nn3c(-c4ccccc4)nnc3c3ccccc23)cc1,-2.0%,0.5,1.5%,-1.2%,29.6%,14.6%[59 µM],-0.1%,-3.8%,-5.6%
Cc1ccc(NC(=O)c2ccc3nccnc3c2)c(C)c1,1.7%,-0.6,-11.4%,-1.5%,17.2%,?,-10.9%,-3.6%,4.4%
CC(Oc1ccc([N+](=O)[O-])cc1)C(=O)NCC1CCCO1 (centres undefined),-1.1%,4.6,-7.2%,1.0%,23.1%,19.7%,-1.3%,-22.8%,-0.1%
CCC(C)NC(=O)CSc1nc2c(sc3ccccc32)c(=O)n1CCCN1CCOCC1 (centres undefined),1.6%,-0.2,7.9%,nt,30.7%,nt,-7.5%,-6.3%,-1.1%
COc1cc(Cl)c(NC(=O)CCc2nc3cccnc3n2-c2ccccc2)c(OC)c1,1.7%,-2.2,2.4%,2.9%,2.6%,?,-33.0%,-29.8%,-0.1%
COc1ccc(C(=O)Nc2ccc(Oc3ncnc4sc(-c5ccccc5)cc34)cc2)cc1OC,1.4%,3.9,0.0%,6.1%,16.0%,18.1%,1.6%,-2.7%,3.2%
O=c1[nH]c(=O)n(-c2cc(Br)c(O)c(Br)c2)cc1Br,4.8%,-0.5,8.2%,3.2%,27.3%,2.1%[0.501 µM],4.4%,-8.6%,-4.2%
CCn1c(=O)n(CC)c2cc(N3CCCC3)c(NC(=O)c3ccccc3C)cc21,-2.8%,5.6,8.2%,-2.8%,-1.8%,50.1µM*,?,?,-0.6%
O=C(Nc1ccc(F)cc1)C1C2CCC3C(CCC21)C3(Cl)Cl (centres undefined),-8.2%,-3.9,0.9%,10.8%,17.4%,-6.6%[59 µM],-0.7%,-9.0%,6.7%
CCOC(=O)/C(C#N)=C/c1c(Oc2cc(C)cc(C)c2)nc2ccccn2c1=O,-0.7%,4.5,-10.9%,28.3%,29.2%,-42.2%[59 µM],0.3%,-3.4%,-12.8%
CCOC(=O)C(=O)N/N=C(/c1ccccc1)c1ccc(OC)cc1,0.9%,-2.3,-19.7%[15.4 µM],4.8%,14.5%,7.8%,-11.1%,-14.7%,-2.5%
COc1ccc(NC(=O)N2CCN(S(=O)(=O)c3ccc4c(ccn4C)c3)CC2)cc1OC,-4.8%,-1.2,6.6%,1.8%,22.7%[57 µM],-18.6%[59 µM],-22.5%,?,-2.3%
CCc1noc(C)c1C(=O)NC1CCCc2c1cnn2-c1ccc(C(C)(C)C)cc1 (centres undefined),1.8%,0.4,-13.4%,1.2%,12.9%,4.2%,-8.2%,-12.3%,-7.6%
COc1ccc(C2/C=C\CN(S(=O)(=O)c3ccc(C)cc3)[C@H](Cc3ccccc3)C(=O)N2Cc2ccc(F)cc2)cc1 (some centres undefined),55.6%[activator],-2.0,0.8%,-5.8%,48.4%[activator],?,-11.6%,-25.7%,0.8%
C=CCNC(=O)c1c(CSc2ccccc2)noc1C(=O)NCc1ccccc1,?,2.1,4.2%,3.1%,78.6%[activator],-49.2%[59 µM],-3.3%,15.0%,4.9%
O=C(Nc1ccccc1F)C(=O)Nc1cccc2ccccc12,1.6%,-2.4,15.5%,-0.4%,49.8%[activator],-5.4%,-4.1%,-0.7%,-9.3%
COc1ccc(CCC(=O)NCCc2csc(-c3ccc(Cl)cc3)n2)cc1,1.6%,5.8,3.7%,2.2%,9.8%[57 µM],14.9%[59 µM],-4.3%,-11.2%,i
COc1cc(OC)c(NC(=O)C2CCCN(c3ncnc4c3nc3n4CCCCC3)C2)cc1Cl (centres undefined),-0.7%,3.1,-11.2%,-1.8%,6.3%,-46.5%[59 µM],1.9%,-7.9%,-0.1%
CCCCN(C(=O)c1ccc(N2CCCC2=O)cc1)c1c(N)n(CCCC)c(=O)[nH]c1=O,-7.5%,2.4,5.0%,6.8%,11.2%,23.4%[12.7 µM],-5.9%,-2.7%,15.7%
Cc1ccc(NC(=O)CNC(c2ccccc2)c2ccccc2)c(F)c1,2.6%,-3.1,-3.4%,4.2%,99.9%[activator],20.5%[59 µM],9.1%,28.8%,nt
CC(=O)Nc1ccc(S(=O)(=O)NNC(=O)c2cccc([N+](=O)[O-])c2)cc1,-9.0%,2.2,-2.5%,15.8%,15.5%,?,-5.2%,-13.4%,-9.9%
COC1CCCN(C(=O)c2ccc3nc(Cc4cccc(Cl)c4)oc3c2)C1 (centres undefined),1.4%,-0.3,4.6%,-14.5%,15.6%[57 µM],42.7%,9.8%,13.7%,2.0%
O=C(NCCc1cn2ccccc2n1)c1cc(COc2c(F)cccc2F)on1,1.7%,2.4,4.9%,1.5%,0.7%,nt,?,-21.8%,6.4%
COC(=O)C(Cc1csc2ccc(Cl)cc12)NC(=O)c1ccc(Cl)cc1 (centres undefined),34.1%[activator],4.5,4.8%,-0.5%,-12.0%,-0.5%,-23.8%,-7.4%,-10.0%
COc1ccc(S(=O)(=O)N(C)c2ccc(C(=O)N3CCC(C(N)=O)CC3)cc2)cc1OC,-8.5%,-1.7,17.8%,-2.4%,-17.6%,3.8%,-9.6%,-7.0%,-1.7%
CCOc1ccc(NC(=O)c2cnn(-c3ccccc3)c2-n2cccc2)cc1,-5.7%,-5.0,3.8%,0.4%,9.8%,-16.2%[59 µM],-28.8%,-5.7%,-1.9%
O=C(COc1ccc2ccccc2c1)Nc1cccnc1Cl,-0.7%,0.1,4.5%,4.2%,14.7%,9.3%,1.5%,-9.1%,-4.3%
COc1ccc(CCNC(=O)Cn2c(-c3ccc(F)cc3)cc(C(C)=O)c2C)cc1OC,20.8%,-2.9,-2.4%,-18.5%,11.4%,8.2%[59 µM],-2.8%,-12.8%,i
O=C1OCCN1c1c(-c2ccccc2)c(-c2cccs2)nc2c(-c3ccccc3)cccc12,43.9%[activator],-0.6,-9.5%,-1.7%,52.1%[activator],39.8µM*,-4.0%,-2.8%,5.3%
COCCNC(=O)Cn1nc(C(F)(F)F)cc1C,-5.0%,1.3,nt,1.3%,34.6%,-15.9%[59 µM],11.2%,-6.5%,2.5%[11.5 µM]
O=C(Nc1cc(S(=O)(=O)N2CCOCC2)ccc1N1CCOCC1)C1CCCO1 (centres undefined),2.6%,-5.8,9.1%,-4.3%,1.9%,4.1%,2.5%,-14.5%,-5.5%
O=C(NC(=S)NCc1ccccc1)C1CCCCC1,-1.0%,2.2,-0.7%,-3.6%,52.3%[activator],7.0%[59 µM],-2.8%,29.7%,-2.5%
